High-throughput results as filed in PubChem.
RT RNaseH block: blocks HIV-1 RNase H cleavage of RNA/DNA duplex; RT-RNase H RNA/DNA duplex cleavage, fluorescence; inhibition, % at 10 µM; hit rate 1.9% among 65,000; AID 565; in the data active = inhibition above about 50%
RmlC RmlD mix: mixture blocks RmlC and RmlD coupled enzyme activity; RmlC/RmlD coupled enzyme inhibition, 384-well mixture HTS; inhibition, % at 5.5 µM; hit rate 0.39% among 110,000; in the data active = inhibition above about 30%, passing the limit was not always enough; also: strong numbers were not always called active
* hit, by the source's call; x = not tested or not shown. A portion of the library (hit frequency here may not be typical).

SMILES	RT RNaseH block	RmlC RmlD mix
CCNC(=O)N1C(=O)C2(OCCO2)c2ccccc21	3	6
CCN(CC)CCNS(=O)(=O)c1ccc(Cl)cc1	-1	-3
CC(=O)Nc1ccc(S(=O)(=O)N2CCN(C(=O)N3CCOCC3)CC2)cc1	-11	-5
CC(C)CNC(=S)NC(=O)c1ccc([N+](=O)[O-])cc1	x	-7
CC(NC(=O)c1ccc(C(C)(C)C)cc1)C(=O)O (stereo unspecified)	x	-8
COc1ccc(NC(=O)c2sc(SCc3ccccc3)nc2N)cc1	x	-10
COc1ccc2c(c1)C1NC(=S)N[C@@](C)(O2)C1C(=O)Nc1ccccc1 (stereo partly specified)	x	-13
COc1ccc(NC(=O)c2ccco2)cc1NC(=O)c1cccs1	-5	-5
Cc1cccc(NC(=O)c2ccc(-n3cccn3)c([N+](=O)[O-])c2)c1	x	10
O=c1[nH][nH]c(C(F)(F)F)c1C=Nc1ccc(Cl)cc1	x	-4
CN(C)/C=C1\N=C(c2ccc3c(c2)OCO3)OC1=O	-26	12
O=C1c2ccccc2C(=O)N1CCc1nc(-c2ccccn2)no1	-19	9
Cc1ccc(C2/C(=C(\O)c3ccc4c(c3)OCCO4)C(=O)C(=O)N2CCCN(C)C)o1 (stereo unspecified)	1	9
O=C(O)CCCCCN=C1CCc2ccccc2N1	-7	-7
C=CCn1c2ccccc2c2nnc(SCC(=O)NC(C(=O)OC)C(C)C)nc21 (stereo unspecified)	-15	-9
O=C1NC(Nc2nc3ccccc3s2)(C(F)(F)F)C(=O)N1C1CCCCC1 (stereo unspecified)	4	-11
Cc1ccc(CNC(=O)c2ccc(Cn3nc(C)c(Cl)c3C)o2)cc1	-30	-9
O=S(=O)(CCc1nc2ccccc2o1)c1ccc(Cl)c(Cl)c1	3	-14
Cc1ccccc1-c1noc(-c2ccc(Cl)cc2)n1	x	-5
CCOC(=O)C1CCN(CC(=O)Nc2c(C(=O)OC)[nH]c3cccc(C)c23)CC1	4	-1
CC(=O)c1sc(NC(=O)c2ccc(Cn3cc(Br)cn3)o2)nc1C	5	2
CC(=O)c1c(N(C)C)ccnc1C(F)(F)F	-9	10
N#Cc1c(NC(=O)Cn2cnc3ccccc3c2=O)oc(-c2ccccc2)c1-c1ccccc1	-34	-18
CCOc1ccc(/C(O)=C2/C(=O)C(=O)N(CCOCCO)C2c2ccc(F)cc2)cc1 (stereo unspecified)	-7	13
CC(C)N1CCC(=NNC(=O)c2ccc(Br)o2)CC1	x	10

Further structures.
SMILES	RT RNaseH block	RmlC RmlD mix
CCn1c(Cc2ccc(OC)cc2)nnc1SCC(=O)NC1CCCCC1	-2	1
Cc1ccccc1NC(=S)NNC(=O)c1ccoc1C	x	-9
O=C(CSc1nc2ncccc2[nH]1)NCc1ccccc1	-9	-12
COC(=O)C1=C(C(=O)OC)SC2(S1)C(C(=O)OC)=C(C(=O)OC)SC1=C2c2cc(C)ccc2NC1(C)C	x	99
COC(=O)c1ccc(C23CC4(C2)[C@H](CN(C)[C@@H]4c2ccccc2)C3c2ccc(Cl)nc2)cc1 (stereo partly specified)	x	-7
COc1ccc(CN(C)CCc2ccccn2)cc1OC	4	12
CN(C)c1ccc(NC(=O)c2cccc(N3C(=O)CCC3=O)c2)cc1	10	15
CC(C)(C)c1ccc2c(c1)N(CC(=O)O)C(=O)CO2	-1	-13
O=C(NCc1ccc(OC(F)(F)F)cc1)C1CC(c2ccccc2[N+](=O)[O-])=NO1 (stereo unspecified)	x	15
CN1CC(c2ccccc2Cl)C2(COc3ccccc3C2=O)C12C(=O)Nc1ccccc12 (stereo unspecified)	x	5
CC(C)Nc1nc(NC(C)(C)C)nc(Oc2ccc(=O)n(-c3ccccc3)n2)n1	x	8
Cc1ccc2c(c1)N(CCC(=O)NC1CC1)C(=O)C(C)O2 (stereo unspecified)	-4	7
CCCCC(c1nnnn1Cc1ccco1)N1CCN(c2nc3ccccc3s2)CC1 (stereo unspecified)	20	6
CN1C(=O)N(S(=O)(=O)c2ccc(F)c(F)c2F)C(=O)C1(C)C	-4	-11
COc1ccc(C(=O)Nc2nc3ccccc3[nH]2)cc1S(=O)(=O)N1CCCC1	x	26
CSc1nsc(SCCN2C(=O)c3ccccc3C2=O)n1	-71	-11
CCCN1CCCC[C@H]1C(=O)Nc1c(C)cccc1C	x	-13
O=C(Nc1ccc(Cl)cc1)N1CCN(c2ccccc2)CC1	x	-6
O=C(OCc1ccccc1)Oc1cncc(C(=O)O)c1	-4	3
Nc1nonc1/C(=N/O)N1CCN(CCO)CC1	-6	1
CCC(Sc1nc(N)c(NC(=O)c2ccc(OC)c(OC)c2)c(=O)[nH]1)C(=O)OC (stereo unspecified)	-6	16
C=CCNC(=O)C1CCN(c2c([N+](=O)[O-])cc(C(F)(F)F)cc2[N+](=O)[O-])CC1	x	9
COc1cc(C2N(c3ccccc3)CCN2c2ccccc2)cc(OC)c1OC	-8	11
CCn1cc(CNC(=O)CCSc2nc(-c3ccco3)cc(C(F)(F)F)n2)cn1	x	3
Cc1ccc(S(=O)(=O)/N=C2/NC(=O)/C(=C/c3cccnc3)S2)cc1	x	-6

Further records
SMILES	RT RNaseH block	RmlC RmlD mix
CCc1nc(N)c(C#N)c(-c2cccnc2)c1C	-14	-11
Cc1ccccc1NC(=O)Cn1nnc2c(cnn2-c2ccc(F)cc2)c1=O	x	-5
O=C1C=C(O)CC(c2ccc(Cl)cc2)C1 (stereo unspecified)	3	x
CCC1Oc2ccc(C)cc2N(CC(=O)N2CCN(c3ccc(F)cc3)CC2)C1=O (stereo unspecified)	-7	2
COc1ccc(C(CNC(=O)c2cccc(Br)c2)N2CCCC2)cc1 (stereo unspecified)	x	7
Cc1cc(C(=O)CSc2nnc(-c3ccc(Cl)cc3)n2CC2CCCO2)c(C)n1C (stereo unspecified)	22	x
COc1ccc(NC(=O)[C@@H]2CC=C[C@@H]3CCN(Cc4ccc(Cl)c(Cl)c4)C(=O)[C@@H]32)cc1	x	8
O=C(NCc1ccccn1)c1c(Cl)cccc1Cl	-3	-18
CCOc1ncnc2c1oc1nc(CC(C)C)c3c(c12)CC(C)(C)OC3	x	-22
COC(=O)C1C2C=CC3(CN(Cc4ccco4)C(=O)C13)O2 (stereo unspecified)	-2	-1
O=S(=O)(c1cc(Cl)ccc1Cl)N1CC2CCCN2c2ccc(C(F)(F)F)cc21 (stereo unspecified)	x	-8
Cc1onc(-c2ccccc2)c1C(=O)NCc1ccc2c(c1)OCO2	-13	5
CCN(Cc1ccccc1)C(=O)c1cc2c(=O)oc3ccc(C)cc3c2s1	x	-12
COc1ccc(/C=C/C(=O)NCc2cn(C)nc2C)cc1COc1ccc(Cl)cc1Br	x	-58
CCCS(=O)(=O)N1CCCC(C(=O)NCCCN(Cc2ccccc2)C(C)C)C1 (stereo unspecified)	-9	x
COc1ccc(C(=O)NCCNC(C)=O)cc1S(=O)(=O)NCc1ccc(Cl)cc1	-6	-21
CNC(=O)N(O)C1N(C)C(=O)N(CC(=O)OC)C1(C)C (stereo unspecified)	-5	-15
CCC(=O)Nc1ccc(NC(=O)c2cccc(OC)c2)nc1	-7	6
CC(=O)Nc1ccc(S(=O)(=O)N2CCN(c3cc(C)nc4ccccc34)CC2)cc1	-16	5
O=C(NCC1CCCCC1)C1CCCN(C(=O)NC2CCCCC2)C1 (stereo unspecified)	-7	1
CCOC(=O)c1cc(NC(=O)N2CCCCC2)c(C)nc1C	-13	5
Cc1ccc(Cn2c(C3CCCN3c3nc(-c4cc(Cl)c(N)c(Cl)c4)cs3)nc3cc(Cl)c(Cl)cc32)cc1 (stereo unspecified)	x	-31
Cc1ccc(NC(=O)CCC(=O)c2cccs2)cc1	x	-9
COc1cc(-c2nc(Cc3c(F)cccc3Cl)no2)cc(OC)c1OC	0	-31
CC(=O)N1CCc2cc(Br)cc(S(=O)(=O)N3CCN(C(=O)c4ccco4)CC3)c21	-5	-1

Next section:
SMILES	RT RNaseH block	RmlC RmlD mix
Cc1nnc(SCc2nc3ccccc3[nH]2)s1	0	-10
O=c1cc(-c2ccc(O)cc2)oc2ccccc12	x	-10
C=C(C)Cn1c(N2CCN(CC)CC2)nc2c1c(=O)[nH]c(=O)n2C	11	5
Cc1cccc(S(=O)(=O)Nc2cccc(-c3cn4ccsc4n3)c2)c1	-12	-7
CC/C(=N\NC(=O)CNC(=O)/C=C/c1ccco1)c1ccccc1	x	12
CCOC(=O)C(CCc1nnc(N)s1)C(=O)OCC	-5	-16
COc1ccc(-c2cc3ccccc3n2CC(O)Cn2nc(C)cc2C)cc1 (stereo unspecified)	5	-15
N#CCC(=O)Nc1ncn(Cc2ccccc2Cl)n1	1	8
O=c1c2ccccc2[nH]c(=S)n1CCCN1CCOCC1	x	-9
CCCC(=O)Nc1ccc(NC(=O)c2cccs2)cn1	1	10
COc1ccc(N(CC(=O)Nc2ccccc2C(=O)NCc2ccco2)S(C)(=O)=O)cc1	x	9
COc1cccc(NC(=O)c2ccccc2SC)c1	14	-1
CCS(=O)(=O)N1CCC(C(=O)NCC2CCCO2)CC1 (stereo unspecified)	-15	10
CCN1CCN(Cc2ccccc2NC(=O)Nc2ccc(C)cc2)CC1	1	-22
Cc1cc(N(C)C)c(C#N)c(N2CCOCC2)n1	-15	-7
Nc1c(-c2ccccc2)n[nH]c1-c1ccccc1	3	-28
O=C(NC1CCCCC1)NC1CC2CCC(C1)N2C(=O)NCc1ccccc1 (stereo unspecified)	-5	x
COc1ccc(CCNS(=O)(=O)c2ccc3c(c2)CCN3C(=O)CCC(=O)O)cc1OC	1	-2
OC(COCc1ccccc1)CN1CCN(c2ccccc2F)CC1 (stereo unspecified)	-9	-6
Cc1ccc(C(=O)CSc2nc3ccccc3c(=O)n2N)o1	-65	-8
CC(C)c1cc(-c2n[nH]c(=S)n2Cc2ccccc2)cs1	x	7
COc1ccc(C)cc1S(=O)(=O)N(C)CC(=O)Nc1ccc2c(c1)OCO2	-2	8
Cc1ccc(O)c(CNc2nc3ccccc3n2C)c1	x	-1
CCn1c2ccccc2c2cc(NC(C)=O)ccc21	x	-12
CC1(C)CC(=O)C2=C(C1)N(c1ccc(F)cc1)C(=O)CC2c1ccccc1 (stereo unspecified)	x	-4

Additional entries.
SMILES	RT RNaseH block	RmlC RmlD mix
COc1ccccc1Nc1nc(N)nc(CN2CCN(c3ccccc3F)CC2)n1	-2	11
c1ccc(Nc2n[nH]nc2-c2ccccc2)cc1	-14	-10
CCCCN(CC)CCNc1c(N2CCN(C(=O)OCC)CC2)c(=O)c1=O	-9	9
COc1cc(CNc2ccc3[nH]c(=O)[nH]c3c2)ccc1OCC(=O)NC(C)(C)C	-12	5
O=C(c1ccc(Br)o1)N1CCCc2ccccc21	x	3
CCOC(=O)N1CCC(NC(=O)c2sc(-n3cccc3)nc2C)CC1	29	10
CCC1S/C(=C(\C#N)C(=O)NCc2ccco2)N(c2ccc(Br)cc2)C1=O (stereo unspecified)	3	-1
O=C(CCc1ccc(S(=O)(=O)NCc2ccccc2)cc1)NCc1ccc2c(c1)OCO2	x	8
CC(C)c1ccc(CN2CCC(C(=O)NCc3cccnc3)CC2)cc1	x	6
COc1cccc(NC(=O)COC(=O)CCCc2c[nH]c3ccccc23)c1	x	4
CCOC(=O)c1[nH]c2ccc(F)cc2c1NC(=O)C(C)N1CCc2cc(OC)c(OC)cc2C1 (stereo unspecified)	-7	4
CCCCc1nc(N2CCOCC2)c(C#N)c2c1CCCC2	-15	-15
N#Cc1c(-c2ccccc2)nc2n(c1=O)CCS2	x	8
CC(C)C1=C2OC(N)=C(C#N)C(C#N)=C2C(C)CC1 (stereo unspecified)	-6	-12
Oc1ccc2ccccc2c1Br	x	0
Cc1ccc(S(=O)(=O)Cc2ccc(C(=O)N3CCCCCC3)o2)cc1	-9	3
CCCn1nnc(NC(=O)c2cc3ccccc3o2)n1	-19	7
CCOc1ccc(N2C(=O)c3ccccc3C2O)cc1 (stereo unspecified)	-1	-3
CC1=C(C(=O)NCCN2CCN(C)CC2)C2(CCC(C)CC2)OC1=O (stereo unspecified)	-1	-13
O=C(NCc1cccs1)c1ccc(Cl)s1	-11	-1
O=C(CN1C(=O)CC(c2ccco2)Sc2ccccc21)Nc1ccc2c(c1)OCCO2 (stereo unspecified)	4	-88
COc1cc(OC)cc(C(=O)N2CCC(n3c(C)nc4cc(F)ccc43)CC2)c1	-3	x
CCCCCc1nnc(NC(=O)OCCC)s1	-3	-1
CCOc1ccc(N(CC(=O)Nc2ccc(C)c(C)c2)S(=O)(=O)c2c(C)noc2C)cc1	10	13
Cc1[nH]c2ccccc2c1Cc1n[nH]c(=S)n1C	x	11
CCC(=NCc1ccco1)c1c(C(F)(F)F)[nH]n(-c2nc3ccccc3s2)c1=O	x	38
CCOC(=O)CSc1nc(C(C)C)nc2ccccc12	x	9

Entries shown so far containing an NH in an aromatic ring, in the order listed:
SMILES	RT RNaseH block	RmlC RmlD mix
O=c1[nH][nH]c(C(F)(F)F)c1C=Nc1ccc(Cl)cc1	x	-4
CCOC(=O)C1CCN(CC(=O)Nc2c(C(=O)OC)[nH]c3cccc(C)c23)CC1	4	-1
O=C(CSc1nc2ncccc2[nH]1)NCc1ccccc1	-9	-12
COc1ccc(C(=O)Nc2nc3ccccc3[nH]2)cc1S(=O)(=O)N1CCCC1	x	26
CCC(Sc1nc(N)c(NC(=O)c2ccc(OC)c(OC)c2)c(=O)[nH]1)C(=O)OC (stereo unspecified)	-6	16
Cc1nnc(SCc2nc3ccccc3[nH]2)s1	0	-10
C=C(C)Cn1c(N2CCN(CC)CC2)nc2c1c(=O)[nH]c(=O)n2C	11	5
O=c1c2ccccc2[nH]c(=S)n1CCCN1CCOCC1	x	-9
Nc1c(-c2ccccc2)n[nH]c1-c1ccccc1	3	-28
CC(C)c1cc(-c2n[nH]c(=S)n2Cc2ccccc2)cs1	x	7
c1ccc(Nc2n[nH]nc2-c2ccccc2)cc1	-14	-10
COc1cc(CNc2ccc3[nH]c(=O)[nH]c3c2)ccc1OCC(=O)NC(C)(C)C	-12	5
COc1cccc(NC(=O)COC(=O)CCCc2c[nH]c3ccccc23)c1	x	4
CCOC(=O)c1[nH]c2ccc(F)cc2c1NC(=O)C(C)N1CCc2cc(OC)c(OC)cc2C1 (stereo unspecified)	-7	4
Cc1[nH]c2ccccc2c1Cc1n[nH]c(=S)n1C	x	11
CCC(=NCc1ccco1)c1c(C(F)(F)F)[nH]n(-c2nc3ccccc3s2)c1=O	x	38
